# PfHsp90 yeast 2: inhibits growth of yeast expressing Plasmodium falciparum Hsp90. 0.32% of 310,000 active. AID 504621. inhibition, % at 9.4 µM. S. cerevisiae expressing PfHsp90, BacTiter-Glo ATP, 48 h; yeast lacking PDR1 and PDR3 efflux regulators;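 active means every replicate shows inhibition above about 80%, whatever the replicate mean, limit read from the data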;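 further: 0% = DMSO neutral controls and 100% = 20 µM radicicol positive controls; yeast relying on Plasmodium falciparum Hsp90 in place of its own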
# CAL PDZ FP-1: human CAL PDZ-peptide interaction inhibition. inhibition, % at 20 µM. purified CAL PDZ, TMR-peptide fluorescence polarization, 1 h. Q9HD26. AID 504414. 0.02% of 330,000 active;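 active means highest replicate inhibition of at least 40%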;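 further: plate controls were DMSO neutral control wells for no effect and unlabeled competitor peptide control wells for full effect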
#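 Read-out basis: mP drop reported as inhibition | Assay system: Tagged CAL PDZ protein CerCALP, purified | Benchmarks: Unlabelled peptide for full inhibition, DMSO wells as neutral | Schedule: 1 h incubation at room temperature before polarization reading | Buffer or medium: Sodium phosphate/NaCl buffer pH 7.4 with TCEP, IgG, Thesit | Doses: Single point, 20 µM | Measured by: Fluorescence polarization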
# SR-BI HDL uptake: blocks mouse SR-BI lipid uptake from DiI-HDL | inhibition, % at 12.5 µM | 0.96% of 320,000 active | Q61009 | ldlA[mSR-BI] CHO cells, DiI-HDL uptake fluorescence, 3 h;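 active means mean replicate inhibition of at least 70% and a set share of replicates each scoring 70 or more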;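 further: 0% = median of neutral control wells and 100% = median of positive control wells; values of inactives mirror those of a sister screen read the other way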
# Target sequence (Q61009 whole entry, looked up): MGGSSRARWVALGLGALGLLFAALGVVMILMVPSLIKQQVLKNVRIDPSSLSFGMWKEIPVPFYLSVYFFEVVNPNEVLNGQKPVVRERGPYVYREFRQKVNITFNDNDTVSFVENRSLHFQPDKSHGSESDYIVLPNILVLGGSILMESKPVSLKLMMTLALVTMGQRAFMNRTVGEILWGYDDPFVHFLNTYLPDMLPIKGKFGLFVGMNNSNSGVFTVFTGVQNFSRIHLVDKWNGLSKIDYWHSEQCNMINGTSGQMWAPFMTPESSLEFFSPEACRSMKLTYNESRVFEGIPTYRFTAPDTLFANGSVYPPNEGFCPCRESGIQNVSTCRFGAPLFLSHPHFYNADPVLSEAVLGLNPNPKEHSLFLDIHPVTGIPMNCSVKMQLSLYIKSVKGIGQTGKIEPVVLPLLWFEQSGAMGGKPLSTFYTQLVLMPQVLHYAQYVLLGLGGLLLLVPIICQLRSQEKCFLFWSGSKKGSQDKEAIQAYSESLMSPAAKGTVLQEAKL
# CAL PDZ FP-2: inhibitors of human CAL PDZ peptide binding. Q9HD26. inhibition, % at 24.9 µM. AID 602252. purified CAL PDZ, TMR-peptide fluorescence polarization, 1 h. 0.92% of 300,000 active;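 active means mean inhibition of at least 30% with at least half of replicates also reaching 30%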;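 further: 0% = DMSO neutral control and 100% = excess unlabeled competitor peptide PRC23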
# PvdQ acylase: blocks Pseudomonas aeruginosa PvdQ acylase activity | purified PvdQ acylase, fluorescence plate reader | inhibition, % at 10 µM | 0.063% of 340,000 active | AID 488965; in the data active means inhibition above about 30%, passing the limit was not always enough;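 further: 0% = vehicle neutral wells and 100% = reference inhibitor wells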
# MITF act: MITF TRPM1 promoter activation in melanoma cells. 0.75% of 300,000 active. activation, % at 12.5 µM. SK-MEL-5 TRPM1-promoter luciferase, 24 h; % of positive control, neutral wells = 0;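 active means mean activation of at least 80% with every replicate also reaching 80%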;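 further: 0% = neutral control wells and 100% = parthenolide positive control wells; values of inactives mirror those of a sister screen read the other way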
# NSD2 HMT inh: inhibitors of human histone methyltransferase NSD2; O96028; NSD2 peptide methylation, AlphaScreen, 120 min; inhibition, % at 12.5 µM; 0.54% of 310,000 active; AID 743445; in the data active means inhibition above about 50%
# SR-BI uptake up: enhances SR-BI lipid uptake from DiI-HDL | CHO ldlA[mSR-BI] cells, DiI-HDL uptake fluorescence, 3 h; 100 = double the neutral-control signal | activation, % at 12.5 µM | 0.096% of 320,000 active | AID 504775;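 active means mean replicate activation of at least 60% and every replicate at or above 60%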;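 further: 0% = median plate neutral-control signal and 100% = twice that signal; values of inactives mirror those of a sister screen read the other way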
#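 Test system: SR-BI-overexpressing, LDLR-lacking CHO cells; Medium: Ham's F12 with 0.5% BSA, HEPES 25 mM, pH 7.4; Schedule: 3 h, 37 °C; Technique: bottom-read fluorescence, 550/595 nm.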
# dFosB act: enhances mouse delta FosB homodimer DNA binding; P13346; purified delta FosB, TAMRA-CDK5 oligo fluorescence polarization; percent of positive-control signal above neutral wells; activation, % at 25 µM; 0.99% of 340,000 active; AID 493131;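 active means mean activation above about 17%, with every replicate also reaching it, limit read from the data, passing the limit was not always enough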;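 further: fluorescence polarization rise as delta FosB binds a TAMRA Cdk5 AP-1 oligo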
# Target sequence (P13346 whole entry, looked up): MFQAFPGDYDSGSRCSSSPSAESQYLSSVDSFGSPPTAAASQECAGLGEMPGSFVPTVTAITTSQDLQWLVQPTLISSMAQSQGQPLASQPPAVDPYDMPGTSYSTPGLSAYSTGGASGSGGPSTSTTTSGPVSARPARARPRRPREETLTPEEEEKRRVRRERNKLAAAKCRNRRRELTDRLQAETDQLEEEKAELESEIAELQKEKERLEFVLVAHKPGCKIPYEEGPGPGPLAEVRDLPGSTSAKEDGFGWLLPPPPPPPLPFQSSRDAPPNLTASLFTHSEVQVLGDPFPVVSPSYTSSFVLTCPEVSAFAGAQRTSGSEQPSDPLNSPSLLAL
# Rtt109 HAT inh: inhibitors of Candida albicans Rtt109/Vps75 histone acetyltransferase; Q5AAJ8; purified Rtt109/Vps75, ThioGlo CoA-SH fluorescence, 4 h; inhibition, % at 34.9 µM; 0.16% of 330,000 active; AID 540336;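 active means inhibition of at least 50% in every replicate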
# * hit, by the source's call; . = not tested or not shown.
SMILES,PfHsp90 yeast 2,CAL PDZ FP-1,SR-BI HDL uptake,CAL PDZ FP-2,PvdQ acylase,MITF act,NSD2 HMT inh,SR-BI uptake up,dFosB act,Rtt109 HAT inh
COc1ccc(/C=N/NC(=O)c2c(C)nc3ccc(Cl)cn23)cc1OC,-28,-0.9,-2,6,-14,-2,-2,2,2,-8
CC(=O)OCC1CCCC2=C(C)C(=O)CCC21COC(C)=O (configuration not stated),23,-0.9,-21,19,-11,10,0,21,1,0
Cn1c(N)c(C(=O)COC(=O)c2cnc(Cl)c(Cl)c2)c(=O)n(C)c1=O,1,-0.5,-10,23,-14,-10,-3,10,-11,-5
O=C(CCn1nnc2ccccc21)Nc1nnc(COc2ccccc2F)s1,51,-0.7,-11,-1,-17,4,-13,.,10,-4
O=C(OCc1nc2ccccc2s1)c1cnccn1,7,0.3,.,-2,-4,42,-2,.,-1,-7
COc1ccc(NC(=O)c2ccc[n+]([O-])c2)cc1,-3,0.1,2,.,-5,.,-2,-2,8,-8
CC(Oc1ccccc1)C(=O)N(CCC1=CCCCC1)c1c(N)n(Cc2ccccc2)c(=O)[nH]c1=O (configuration not stated),-5,-3.2,-6,-2,13,-3,0,6,-1,.
COc1ccc(-n2c(O)c(C=NC3CC3)c(=O)[nH]c2=O)cc1,13,.,-3,-6,5,6,0,3,5,-4
Cc1[nH]n(C(N)=S)c(=O)c1N=Nc1ccc(S(=O)(=O)N2CCCC2)cc1,-4,-3.2,-26,-1,-1,.,3,26,10,5
CN(C)C(CNC(=O)CNC(=O)c1ccc(Br)cc1)c1ccccc1 (configuration not stated),.,0.3,-20,-2,-14,15,.,20,1,4
CCCOc1ccc(C(=O)NNC(=S)NC(=O)c2ccco2)cc1,44,0.0,-14,-1,-10,-19,1,14,-2,4
CC1=C(C(=O)Nc2cccc(F)c2)C(c2ccsc2)C2=C(CC(C)(C)CC2=O)N1 (configuration not stated),-7,-3.2,-8,-4,-14,-19,-6,8,-2,-2
CCCC(C(=O)NCC1CCCO1)N(Cc1ccco1)C(=O)CNS(=O)(=O)c1ccccc1 (configuration not stated),-9,-0.7,.,0,1,-8,4,.,-6,0
COc1ccc(C2C(CC(=O)O)=C(Nc3ccccc3)C(=O)N2c2ccccc2)cc1 (configuration not stated),.,-1.7,-22,-4,-5,49,2,22,-8,6
COc1ccc(C(NC(=O)C(C)C)c2c(O)ccc3ccccc23)cc1 (configuration not stated),-6,-3.6,6,-1,-11,-14,-36,-6,0,0
Cc1ccc(NC(=O)CN(C)C(=O)COC(=O)c2ccc(NC(=O)CC#N)cc2)cc1,5,-0.3,13,-2,-1,-16,0,-13,-20,-5
COC(=O)Cc1c(OC)ccn(CCc2c[nH]c3ccccc23)c1=O,13,0.9,42,-4,-16,61,8,-42,-3,7
CCOC(=O)N1CCN(CC(=O)N2CCC(C(N)=O)CC2)CC1,-9,0.1,2,-8,-12,-10,-1,-2,2,-10
CC(C)Cn1c(=O)c2sccc2n2c(CCCC(=O)NC3CCN(Cc4ccccc4)CC3)nnc12,-77,-0.5,-29,-5,2,-2,-3,29,-4,-6
CC(=O)c1cccn1S(=O)(=O)c1ccccc1,-8,-1.5,-11,9,-16,-2,-3,11,2,-8
O=C(NNC(=O)C12CC3CC(CC(C3)C1)C2)c1ccncc1,22,-1.1,.,.,-7,-3,36,.,1,7
COC(=O)C1CCN(C(=O)c2ccc3nc(-c4cccc(OC)c4)oc3c2)CC1,-13,-2.5,1,-1,-13,-1,-2,-1,-27,-12
CCC(C(=O)N1CCN(S(C)(=O)=O)CC1)c1ccccc1 (configuration not stated),13,-0.3,-15,7,-11,4,.,15,-2,-4
CCOC(=O)C1=C(COC(=O)COc2ccc(C(=O)CC)cc2)NC(=O)NC1C (configuration not stated),.,-2.3,9,-3,-1,6,1,-9,-3,0
Cc1cc2oc(=O)sc2cc1NS(=O)(=O)c1ccccc1,19,-2.4,10,-3,-6,1,-2,-10,1,0

# Six structures out of the list, sorted by SMILES length, smallest number first:
SMILES,PfHsp90 yeast 2,CAL PDZ FP-1,SR-BI HDL uptake,CAL PDZ FP-2,PvdQ acylase,MITF act,NSD2 HMT inh,SR-BI uptake up,dFosB act,Rtt109 HAT inh
COC(=O)Cc1c(OC)ccn(CCc2c[nH]c3ccccc23)c1=O,13,0.9,42,-4,-16,61,8,-42,-3,7
COc1ccc(-n2c(O)c(C=NC3CC3)c(=O)[nH]c2=O)cc1,13,.,-3,-6,5,6,0,3,5,-4
CCOC(=O)C1=C(COC(=O)COc2ccc(C(=O)CC)cc2)NC(=O)NC1C (configuration not stated),.,-2.3,9,-3,-1,6,1,-9,-3,0
Cn1c(N)c(C(=O)COC(=O)c2cnc(Cl)c(Cl)c2)c(=O)n(C)c1=O,1,-0.5,-10,23,-14,-10,-3,10,-11,-5
Cc1[nH]n(C(N)=S)c(=O)c1N=Nc1ccc(S(=O)(=O)N2CCCC2)cc1,-4,-3.2,-26,-1,-1,.,3,26,10,5
Cc1ccc(NC(=O)CN(C)C(=O)COC(=O)c2ccc(NC(=O)CC#N)cc2)cc1,5,-0.3,13,-2,-1,-16,0,-13,-20,-5

# More compounds follow.
SMILES,PfHsp90 yeast 2,CAL PDZ FP-1,SR-BI HDL uptake,CAL PDZ FP-2,PvdQ acylase,MITF act,NSD2 HMT inh,SR-BI uptake up,dFosB act,Rtt109 HAT inh
O=C(CCCCC(=O)NCCCc1ccccc1)NCCCc1ccccc1,-9,-1.4,-2,-1,-12,.,-1,2,-16,2
O=Cc1cccn1-c1cccnc1,-2,-2.1,-23,-2,-10,-14,-4,23,-3,-1
O=c1ccn(-c2cccc(C(F)(F)F)c2)nc1-c1ccn(-c2ccccc2)n1,8,-1.5,-8,-4,-8,-6,1,8,-9,-16
CC(C)CC1c2[nH]c3ccccc3c2CCN1C(=O)C1CCOCC1 (configuration not stated),-36,-0.8,6,2,-17,-10,0,-6,-4,3
NC(=O)c1ccc(NC(=O)CN2CCN(c3ccccc3)CC2)cc1,2,-1.0,-9,0,-18,.,1,9,-3,-4
O=C(c1ccccc1)N1CCN(C(=O)c2ccccc2)c2ccccc21,-3,0.3,-5,7,2,-8,-2,5,-3,8
Cc1cccc(OCC(=O)NC2CCCc3ccccc32)c1C (configuration not stated),-46,-3.8,-7,2,-9,-7,-3,7,1,6
O=C(NCCO)C(=O)NCC1OCCCN1S(=O)(=O)c1ccc2c(c1)OCCO2 (configuration not stated),4,-1.5,-32,0,-13,-5,5,.,1,0
COc1cc(C=Nc2cccc([N+](=O)[O-])c2C)ccc1OC(C)=O,-12,-1.0,1,4,3,4,-1,-1,6,3
CCn1c(C)cs/c1=N\C(=S)Nc1ccccc1C,4,-1.4,-15,-1,7,14,27,15,-7,-5
CC(=O)Nc1ccc(CNc2ncnc3ccc(-c4c(C)noc4C)cc23)cc1,.,-0.6,14,-2,-3,-12,.,-14,-10,8
Cc1ccc(NC(=O)CCc2nnc3ccc(N4CCC(C)CC4)nn23)nc1,11,-0.7,-22,1,-4,-2,-5,22,-14,6
Cc1cc([N+](=O)[O-])ccc1NC(=O)c1cncc(Br)c1,20,-2.8,7,-11,-9,4,7,-7,1,-3
COc1ccc(N2C(=O)C3CCCN3C2c2ccc(C)o2)cc1Cl (configuration not stated),-19,-0.2,-39,-3,-8,2,-2,.,1,-5
Cc1ccc(-n2c(C)n[nH]c2=S)cc1C,11,-1.9,-11,4,-6,6,-2,11,-1,14
COCCN(Cc1ccccc1)C(=S)Nc1ccc(OC(F)F)cc1,12,0.4,31,-5,-6,-3,-4,-31,-5,3
CN(CC(=O)Nc1ccccc1C(F)(F)F)C(=O)CN1C(=O)C2CCCCC2C1=O (configuration not stated),5,0.4,-5,6,-12,-6,0,5,4,-2
CN(C)CCNC=C(C(=O)Nc1ccc(Cl)cc1Cl)C(=O)Nc1ccc(Cl)cc1Cl,.,-1.9,-82,-4,-7,-18,2,82*,0,1
COc1ccc(C(=O)N2CCC(C(=O)N3CCN(Cc4ccccc4)CC3)CC2)cc1,6,-0.2,-9,-4,-10,4,0,9,-5,-4
COc1cccc(OCc2nnc(SCc3cc(=O)[nH]c4ccccc34)o2)c1,-27,.,11,1,-7,0,0,-11,-8,-2
COc1cc(NC(=O)c2nccn2C)cc(C(=O)Nc2cccc(C(F)(F)F)c2)c1,-7,-0.4,40,-3,1,-35,.,-40,5,-2
Cc1ncc(CO)c(/C=N/NC(=S)Nc2ccc(C(C)C)cc2)c1O,4,-2.6,.,-3,-7,-41,22,.,-8,-4
C=CCN1C(=O)C(Cc2cccc(C)c2)SC1=Nc1ccc(C(=O)O)cc1 (configuration not stated),3,0.8,12,.,-14,8,-3,-12,-5,3
CCOC(=O)c1c(C)nc2c(c1-c1ccc(OC)c(OC)c1)C(=O)c1ccccc1-2,-26,-2.3,5,-4,-11,-25,.,-5,1,.
CC(C)(C)[C@H]1COC(=O)CC/C=C\C[C@H](CC(=O)N(CCO)Cc2ccccc2)C(=O)N1,3,1.2,-39,-3,5,-7,.,39,7,1
N#Cc1cccc(C(=O)Nc2ccc(S(=O)(=O)Nc3nccs3)cc2)c1,-7,-2.7,-31,1,10,12,11,31,-10,13
CS(=O)(=O)c1ccc(C(=O)OCC(=O)NC(=O)C2CCCCC2)cc1[N+](=O)[O-],-9,-2.0,3,-1,-9,-64,0,-3,-4,-13
CON1C(=O)CN(C(C)=O)C1c1ccc(Cl)cc1Cl (configuration not stated),7,-3.4,-11,-1,1,6,2,11,2,37
COc1ccccc1-n1cnc2cc(C(=O)N3CCOCC3)ccc21,-5,-1.7,8,-19,-1,-3,0,-8,-5,3
CCOc1ccc(S(=O)(=O)N2CCOCC2)cc1NC(=O)c1ccc(N2CCCC2=O)cc1,-13,0.2,38,-1,-6,14,-1,-38,-20,1

# Entries of single compounds, looked up by structure. Order of screens: PfHsp90 yeast 2 | CAL PDZ FP-1 | SR-BI HDL uptake | CAL PDZ FP-2 | PvdQ acylase | MITF act | NSD2 HMT inh | SR-BI uptake up | dFosB act | Rtt109 HAT inh
# Profile of `COc1cc(C=Nc2cccc([N+](=O)[O-])c2C)ccc1OC(C)=O` → -12 | -1.0 | 1 | 4 | 3 | 4 | -1 | -1 | 6 | 3
# Profile of `Cc1cc([N+](=O)[O-])ccc1NC(=O)c1cncc(Br)c1` → 20 | -2.8 | 7 | -11 | -9 | 4 | 7 | -7 | 1 | -3

# Compound activity as filed in PubChem BioAssay.
